LGR2 antag: inhibitors of bursicon-induced Drosophila LGR2 receptor cAMP signaling; inhibition, % at 9.99 µM; HEK293 LGR2, CRE-luciferase, bursicon-stimulated, 4 h; 380,000 tested, 0.35% active;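 active means drop in luminescence signal, shown as inhibition above about 50% in the replicate tests, limit read from the data, passing the limit was not always enough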;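 further: agonist challenge used bursicon conditioned medium at about half maximal strength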
S100A4 inh HTS: blocks human S100A4 binding to myosin IIA peptide; P26447; 360,000 tested, 0.14% active; S100A4/TAMRA-MyoIIA peptide fluorescence polarization; inhibition, % at 10.7 µM; AID 652163;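 active means mean inhibition of at least 70% across replicates, with every replicate also reaching that level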
Target sequence (P26447 whole entry, looked up): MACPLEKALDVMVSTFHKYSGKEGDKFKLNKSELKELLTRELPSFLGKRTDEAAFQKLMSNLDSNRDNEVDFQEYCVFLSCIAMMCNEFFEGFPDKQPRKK
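assay system = human S100A4 monomer with TAMRA-labelled myosin IIA peptide | also added = labelled myosin peptide probe, 5 nM | incubation = 5 min between mix addition and reading | control set = DMSO and TFP controls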
SIRT5 block: sirtuin-5 (human) deacylase inhibition; inhibition, % at 15 µM; Purified SirT5, succinyl-peptide AMC, trypsin-coupled fluorescence; Q9NXA8; 330,000 tested, 1.1% active; in the data active means inhibition above about 15%
Target sequence (Q9NXA8 whole entry, looked up): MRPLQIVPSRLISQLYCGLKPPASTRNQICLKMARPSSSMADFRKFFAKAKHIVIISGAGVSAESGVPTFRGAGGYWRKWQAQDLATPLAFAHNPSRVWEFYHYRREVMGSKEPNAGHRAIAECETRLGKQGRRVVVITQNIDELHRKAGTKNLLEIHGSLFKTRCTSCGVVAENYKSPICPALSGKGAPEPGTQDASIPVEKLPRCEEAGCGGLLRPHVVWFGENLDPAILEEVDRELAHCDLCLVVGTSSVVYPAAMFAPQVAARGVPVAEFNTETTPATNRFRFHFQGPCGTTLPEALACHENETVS
FN deposit inh: fibronectin deposition inhibition; AH1F fibroblasts, Alexa488-fibronectin deposition fluorescence, overnight; inhibition, % at 12.6 µM; 350,000 tested, 0.086% active; AID 743247;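 active means mean inhibition across replicates of 30% or more, regardless of how many single replicates reach that level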;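 further: positive control wells lacked labelled fibronectin entirely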
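Assay system: AH1F fibroblasts / Quantity: 10000 cells per well / Medium: DMEM plus 2% serum, read in PBS / Reagent: labelled fibronectin 24 nM / Dosing: single dose, pinned / Times: 1 h cell attachment, overnight exposure to compound and label / Signal: fluorescence, ex 485 nm, em 525 nm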
Casp6 inh: blocks human caspase-6 cleavage activity; inhibition, % at 12.5 µM; P55212; 350,000 tested, 0.53% active; purified caspase-6, Z-VEID-R110 cleavage fluorescence; AID 686996;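 active means mean inhibition across replicates at least about 35%, with every replicate also reaching that limit, limit read from the data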;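 further: 0% = median of neutral control wells and 100% = no fluorescence left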
Target sequence (P55212 24-179 limits assumed): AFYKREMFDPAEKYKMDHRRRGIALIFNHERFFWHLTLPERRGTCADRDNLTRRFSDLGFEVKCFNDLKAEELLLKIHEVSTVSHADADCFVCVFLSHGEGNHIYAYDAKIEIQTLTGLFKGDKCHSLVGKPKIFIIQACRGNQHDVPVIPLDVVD
Target sequence (P55212 194-293 limits assumed): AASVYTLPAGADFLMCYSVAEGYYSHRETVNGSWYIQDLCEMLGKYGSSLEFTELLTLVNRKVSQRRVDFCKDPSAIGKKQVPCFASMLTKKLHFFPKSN
esBAF inh: blocks esBAF chromatin remodeling in mouse ES cells. AID 602393. 350,000 tested, 2% active. reporter increase, % at 12.5 µM. Bmi1-luciferase knock-in reporter, 24 h; 100% = twice the neutral-well signal; in the data active means activation above about 40%;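 further: 0% = median of the plate's neutral control wells and 100% = double that signal; a rise in the Bmi1 reporter signal indicates esBAF inhibition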
C2C12 statin: protects C2C12 myotubes from simvastatin toxicity. rescue of ATP level, % at 7.49 µM. ATP luminescence, 48 h; scaled: DMSO 0, geranylgeraniol control 100. 330,000 tested, 0.78% active;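 active means mean ATP rescue above about 67%, or every replicate alone reaching that limit, limit read from the data, passing the limit was not always enough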;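 further: myotubes were challenged with 10 µM simvastatin during compound exposure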
Numbers without * were called inactive; nt = no result given; & = joins results of further samples.

SMILES	LGR2 antag	S100A4 inh HTS	SIRT5 block	FN deposit inh	Casp6 inh	esBAF inh	C2C12 statin
CC(C)N(C(=O)[C@H]1C[C@H](CC(=O)NCC23CC4CC(CC(C4)C2)C3)C(=O)N2CCc3c([nH]c4cc(CCC(=O)N(C)C)ccc34)[C@]12C)C(C)C	11	-10	8	0	14	23	-12
Cn1c(SCC(=O)N2CCN(c3ccccc3)CC2)nnc1-c1c[nH]c2ccccc12	nt	0	-3	5	4	-2	2
COC(=O)c1ccccc1NC(=O)c1c(O)c2c([nH]c1=O)CCCC2	nt	nt	nt	9	nt	0	-1
O=C(CN1CCc2ccccc2C1)Nc1ccccc1C(=O)NC1CC1	-6	-3	-3	-1	0	13	-2
CC(C)C#Cc1cnc2c(c1)C(=O)N([C@@H](C)CO)C[C@@H](C)[C@H](CN(C)C(=O)c1cnccn1)O2	-2	3	2	-2	0	6	14
CCOC(=O)c1cnc2ncnn2c1N	nt	-2	0	-1	0	nt	nt
CCCCNC(=O)CNC(=O)c1nn(-c2ccc(OC)cc2OC)c(=O)c2ccccc12	4	-2	-3	6	-1	nt	nt
CN(C)c1cccc(/C=C(\C#N)c2ccccc2)c1	12	7	0	18	-6	-7	-114
CN(C)C(CNC(=O)C1CCCN(C(=O)c2ccc(Cl)cc2)C1)c1ccco1 (configuration not stated)	nt	nt	nt	-3	nt	-6	2
Cc1ccccc1C(=O)c1cccn1CC(=O)NCCCc1ccccc1	12	3	-3	5	-4	-3	-1
NC(=O)c1oc2ccccc2c1NC(=O)CN1CCCCC1	-24	nt	nt	nt	nt	0	1
COc1ccc(NC(=O)Nc2ccc3c(c2)C(=O)N([C@H](C)CO)C[C@H](C)[C@@H](CN(C)C(=O)Nc2ccc(OC)cc2)O3)cc1	-1&3	10&-4	5&0	-3	0&1	0	8
Cc1ccc2nc(NCCC(=O)O)nc(-c3ccccc3)c2c1	8	5	-1	-3	-1	1	-24
COCCCNC(=O)c1ccc2c(=O)n(Cc3ccc4c(c3)OCO4)c(=S)[nH]c2c1	nt	nt	nt	-16	nt	-6	17
CC(=O)N1C(C)(C)CC(=NOC(=O)c2ccccc2)CC1(C)C	-18	0	1	4	0	nt	nt
COc1ccc2c3c([nH]c2c1)[C@H](CO)N(C(=O)c1cccnc1)CC31CCN(C(=O)CN(C)C)CC1	7	3	-2	nt	3	nt	nt
Cc1ccc(CNC(=O)CS(=O)(=O)CC(=O)O)cc1	nt	nt	nt	7	nt	-6	-5
CCc1nc2c(OCc3ccccc3)cccn2c1N(C)C(=O)C(C)C	15	2	2	nt	2	-3	-2
O=C(c1cccc(F)c1)N1CC(=O)N2[C@@H](CO)[C@@H](c3ccc(-c4cccnc4)cc3)[C@@H]2C1	3	-10	-3	nt	-2	nt	nt
C[C@@H]1CN([C@H](C)CO)C(=O)c2cc(NS(=O)(=O)c3ccc(Cl)cc3)ccc2O[C@@H](C)CCCCO[C@H]1CN(C)Cc1ccc2c(c1)OCO2	-1	3&13	7&3	-5	-5&0	-13&-3	nt
COc1ccc(C(=O)NCC(c2cccs2)N2CCc3ccccc32)cc1OC (configuration not stated)	6	-6	-2	4	-3	-14	17
CC=Cc1ccc2n(c1=O)C[C@@H]1[C@@H](CO)[C@H](C(=O)N(C)C)N(CC3CCCCC3)[C@H]21 (mixture of isomers)	10	-44	-5	nt	-5	7	8
COC(=O)c1ccc(/C=C/C(=O)c2cccc(OC)c2)cc1	-17	-1	1	nt	5	nt	nt
O=C(NCCc1ccccc1)C1CC(=O)N(c2ccc3c(c2)OCCO3)C1 (configuration not stated)	3	-1	-3	8	4	nt	nt
Cn1c(=O)n(CC(=O)NCC2CCCO2)c(=O)c2c3c(sc21)COC(C)(C)C3 (configuration not stated)	2	1	-2	2	1	2	-14

Following part:
SMILES	LGR2 antag	S100A4 inh HTS	SIRT5 block	FN deposit inh	Casp6 inh	esBAF inh	C2C12 statin
Cc1ccc(S(=O)(=O)N(C)C[C@@H]2Oc3ncc(Br)cc3C(=O)N([C@H](C)CO)C[C@H]2C)cc1	17&-11	-1&-30&-19	-7&1&-6	2	0&1&0	-2&0&0	-4&1&13
COc1ccccc1CNC(=O)CN1CCC(n2cnc3cc(F)ccc32)CC1	-13	3	0	4	1	nt	nt
Cc1c(NC(=O)CCSCCc2ccccn2)cccc1[N+](=O)[O-]	-3	11	-4	-1	0	-16	5
CCOc1ccc(C(=O)N2CCCC2C(=O)O)cc1 (configuration not stated)	nt	-2	nt	1	nt	5	-7
CCOC(=O)c1ccc(CSC(=N)N)o1	-1	5	1	6	0	nt	nt
CN(C)C(=O)[C@@H]1[C@@H](CO)[C@@H]2Cn3c(cccc3=O)[C@@H]2N1CC1CCCCC1	-7	-3	-1	nt	2	nt	nt
CCc1ccc(CNC(=O)c2ccc(OC3CCN(C(=O)COC)CC3)cc2)nc1	-10	-2	-2	7	-3	9	1
O=C(COc1ccc(F)cc1Br)NCC1COc2ccccc2O1 (configuration not stated)	-14	-1	-2	0	2	13	12
CCCNC(=O)C[C@@H]1C[C@H]2c3cc(NC(=O)CN(C)C)ccc3O[C@H]2[C@@H](CO)O1	7	nt	nt	3	nt	0	-3
Cn1cccc1/C=C1\SC(=Nc2ccccc2)NC1=O	-63	3	1	-2	0	nt	nt
CC1CCCN(C(=O)CNC(=O)c2ccco2)C1 (configuration not stated)	4	2	-1	nt	6	nt	nt
Cc1n[nH]c(C)c1S(=O)(=O)N1CCC(C(=O)N2CCn3c2nc2ccccc23)CC1	-2	-1	-4	nt	0	-6	6
C[C@@H]1CN([C@@H](C)CO)C(=O)Cc2cc(NC(=O)Cc3cn(C)c4ccccc34)ccc2O[C@H]1CN(C)S(=O)(=O)c1cn(C)cn1	-25	6	-3	2	3	-1	21
CO[C@@H]1CN(C)C(=O)c2cc(NC(=O)C3CC3)ccc2OC[C@H](C)N(CCC(F)(F)F)C[C@H]1C	9	-1	-1	-16	1	4	6
CC(OC(=O)CCCN=C1NS(=O)(=O)c2ccccc21)C(=O)Nc1ccc(F)cc1Cl (configuration not stated)	-7	0	2	-1	-3	-5	18
O=S(=O)(Nc1ccccc1O)c1ccc(Cl)nc1	26	-4	-5	-6	3	nt	nt
CCOC(=O)CC1C(=O)NCCN1S(=O)(=O)c1ccc(F)cc1 (configuration not stated)	-6	-5	-3	nt	-1	nt	nt
CSCc1c(C(=O)NCCc2ccccn2)oc2ccccc12	7	-1	-2	3	0	-1	2
CCc1ccc(-c2cc(C)no2)cc1S(=O)(=O)N1CCCN(Cc2ccc(F)cc2)C1	3	-2	0	3	-5	-3	-6
Nc1ncnc2c1ncn2[C@@H]1O[C@H](C(=O)NCC(F)(F)F)[C@@H](O)[C@H]1O	8	0	-4	-2	1	0	4
C[C@@H]1CN([C@@H](C)CO)C(=O)c2cc(NC(=O)NC3CCCCC3)ccc2O[C@@H]1CN(C)C(=O)Nc1ccccc1	-11	0	5	2	1	0	0
COc1ccc(-c2cc(NC=O)c3ncc(-c4cccc(C(=O)NCCN(C)C)c4)n3c2)cn1	8	-10	0	nt	-66	7	-24
COc1cccc(-c2ccc3n(c2=O)C[C@H]2[C@H](CO)[C@@H](C(=O)NC4CCCC4)[C@@H]3N2C)c1	6	7	-7	2	1	3	10
CN1C[C@@H]2[C@@H]3C(=O)N(C)C(=O)[C@@H]3[C@](Cc3ccccc3)(C1=O)N2C(=O)c1ccc(F)cc1	nt	4	-3	11	0	12	4
CCCNC(=O)N1[C@H](CO)[C@H](c2ccccc2)[C@@H]1CNC(=O)c1ccc(F)cc1	7	nt	nt	26	nt	3	2

Shown as a markdown table: entries from further up
| SMILES | LGR2 antag | S100A4 inh HTS | SIRT5 block | FN deposit inh | Casp6 inh | esBAF inh | C2C12 statin |
| --- | --- | --- | --- | --- | --- | --- | --- |
| NC(=O)c1oc2ccccc2c1NC(=O)CN1CCCCC1 | -24 | nt | nt | nt | nt | 0 | 1 |
| COc1ccc(NC(=O)Nc2ccc3c(c2)C(=O)N([C@H](C)CO)C[C@H](C)[C@@H](CN(C)C(=O)Nc2ccc(OC)cc2)O3)cc1 | -1&3 | 10&-4 | 5&0 | -3 | 0&1 | 0 | 8 |
| Cc1ccc2nc(NCCC(=O)O)nc(-c3ccccc3)c2c1 | 8 | 5 | -1 | -3 | -1 | 1 | -24 |
| COCCCNC(=O)c1ccc2c(=O)n(Cc3ccc4c(c3)OCO4)c(=S)[nH]c2c1 | nt | nt | nt | -16 | nt | -6 | 17 |
| CC(=O)N1C(C)(C)CC(=NOC(=O)c2ccccc2)CC1(C)C | -18 | 0 | 1 | 4 | 0 | nt | nt |
| COc1ccc2c3c([nH]c2c1)[C@H](CO)N(C(=O)c1cccnc1)CC31CCN(C(=O)CN(C)C)CC1 | 7 | 3 | -2 | nt | 3 | nt | nt |

More results:
SMILES	LGR2 antag	S100A4 inh HTS	SIRT5 block	FN deposit inh	Casp6 inh	esBAF inh	C2C12 statin
O=C(Nc1ccncc1)Nc1ccc(Cl)cc1Cl	0	29	0	nt	0	-1	-2
C[C@@H]1CCCCO[C@@H](CN(C)C(=O)Nc2cccc3ccccc23)[C@@H](C)CN([C@H](C)CO)C(=O)c2cc(NC(=O)Cc3ccccc3)ccc2O1	-4	-13	7	nt	2	0	2
CN(C)C(=O)c1ccc(-c2ccc([C@H]3[C@@H](C#N)N(S(C)(=O)=O)[C@H]3CO)cc2)cc1	4	1	5	-13	3	6	-2
Cn1nnnc1SCC(=O)N1N=C(c2cccs2)CC1c1cccs1 (configuration not stated)	-28	-3	0	7	4	-4	-21
CCOc1ccc(S(=O)(=O)N2CCN(C(=O)CCC(=O)N3CCOCC3)CC2)cc1	4	5	-1	15	-1	-6	-3
COc1ccc(N2CCN(C(=O)CCNS(=O)(=O)c3ccc(C)cc3)CC2)cc1	-8	-5	-6	-10	36*	7	10
O=C(NCc1cccs1)C(=O)NCC1OCCCN1S(=O)(=O)c1ccccc1 (configuration not stated)	1	nt	nt	2	nt	-3	0
FC(F)(F)c1ccccc1NC(=S)Nn1cnnc1	-5	2	-6	nt	-1	nt	nt
COc1ccccc1NC(=O)N1C[C@H]2[C@@H](c3ccccc31)[C@H](CO)N2CC1CCOCC1	11	3	-1	-9	0	-3	13
N#CCSc1nccc(/C=C/c2ccccc2)n1	-35	-2	nt	6	3	nt	nt
O=S(=O)(Cc1nnnn1-c1ccc(Br)cc1)c1ccccc1	3	0	nt	-1	-1	-14	-1
Cc1cccc(N2CCN(c3nnnn3-c3ccccc3)CC2C)c1 (configuration not stated)	nt	nt	nt	-9	nt	4	11
CCCCCN(C(=O)NC(=O)Nc1cccc(C)c1C)S(C)(=O)=O	5	-2	0	-6	1	nt	nt
O=C(C1CCOCC1)N1CC(=O)N2[C@H](CO)[C@@H](c3ccc(-c4cccnc4)cc3)[C@@H]2C1	-7	-3	-2	-12	-2	nt	nt
COc1ccc(CNC(=O)C2CCN(c3nnc(N4CCCC4=O)s3)CC2)cc1	-28	2	0	7	-1	1	7
O=C(COC(=O)c1ccccn1)NNC(=O)c1ccc(Br)cc1	12	-3	-3	4	-2	-3	0
Cc1ccccc1-n1c(O)c(C=NC2CCS(=O)(=O)C2)c2ccccc2c1=O (configuration not stated)	-3	-1	1	-8	7	nt	nt
O=C(Nc1ccccc1N1CCOCC1)[C@@H]1O[C@H](CO)[C@H](O)[C@H](O)[C@H]1O	-2	-2	nt	-7	4	1	4
C[C@H](CO)N1C[C@H](C)[C@@H](CN(C)Cc2ccccc2)Oc2ncc(C#Cc3cccnc3)cc2C1=O	-13	-3	3	2	-1	nt	1
Cc1ccc(-c2cc(C(=O)N(C)Cc3cnn(C)c3C)c3cc(Br)ccc3n2)cc1	71*	-3	-1	2	1	nt	nt
CC(C)NC(=O)Nc1ccc2c(c1)CC(=O)N([C@@H](C)CO)C[C@H](C)[C@H](CN(C)Cc1ccc(C(=O)O)cc1)O2	8	-15	13	nt	-1	-3	6
CCOC(=O)c1ccc(N2C(=O)C3CC=CCC3C2=O)cc1 (configuration not stated)	-28	-1	nt	nt	2	12	-14
Cc1cccc(C(=O)N/C(=C\c2ccco2)C(=O)N2CCCCCC2)c1	8	3	3	-5	-3	6	-20
CN1CC2([N+](=O)[O-])CC=C(OCCO)C([N+](=O)[O-])(C1)C2 (configuration not stated)	-17	3	-2	2	39*	nt	nt

Bioassay records (PubChem)

A portion of the library; rates above refer to the full screens.
